FadD28 FP inh = M. tuberculosis FadD28 bisubstrate binding inhibition. inhibition, % at 12.5 µM. 0.22% of 360,000 active. FadD28 bisubstrate probe binding, fluorescence polarization; in the data active means inhibition above about 8.5%, passing the limit was not always enough; inconclusive means no clear call, values can overlap the other calls
BioA inh = blocks M. tuberculosis BioA enzyme activity; inhibition, % at 9.99 µM; purified M. tuberculosis BioA enzyme, plate reader; 0.096% of 360,000 active; in the data active means inhibition above about 40%; inconclusive means no clear call, values can overlap the other calls
BoNT-F LC inh = BoNT F light chain protease inhibition; Multiplex microsphere protease cleavage assay, flow cytometry; inhibition, % at 10 µM; 0.22% of 360,000 active; AID 588497; in the data active means inhibition above about 35%, passing the limit was not always enough; inconclusive means no clear call, values can overlap the other calls; further: plate controls were buffer without enzyme for full effect and enzyme alone for no effect
Rv3671c inh = Rv3671c (M. tuberculosis) protease inhibition; 0.048% of 320,000 active; AID 2606; inhibition, % at 5.96 µM; in the data active means inhibition above about 38%;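 further: extracellular domain of Rv3671c used as enzyme; 0% = enzyme with DMSO and 100% = no enzyme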
Target sequence (P9WHR9 whole entry, looked up, the tested form may be a part): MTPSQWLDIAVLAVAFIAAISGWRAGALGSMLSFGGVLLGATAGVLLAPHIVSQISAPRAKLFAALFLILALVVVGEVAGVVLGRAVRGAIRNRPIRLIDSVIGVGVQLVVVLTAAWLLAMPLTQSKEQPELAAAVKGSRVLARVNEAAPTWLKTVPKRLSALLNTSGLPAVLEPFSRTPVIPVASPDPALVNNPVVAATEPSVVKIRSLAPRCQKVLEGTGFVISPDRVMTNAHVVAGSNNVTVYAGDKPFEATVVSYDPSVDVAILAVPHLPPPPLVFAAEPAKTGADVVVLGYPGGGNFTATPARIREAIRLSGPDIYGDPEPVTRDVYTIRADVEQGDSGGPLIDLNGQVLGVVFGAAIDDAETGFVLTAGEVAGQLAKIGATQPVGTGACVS
MazF activator = activators of E. coli MazEF toxin-antitoxin RNase; activation, % at 20 µM; AID 504720; 0.32% of 350,000 active; FAM/BHQ RNA-DNA oligo cleavage fluorescence, 5 h; P0AE70; in the data active means activation above about 50%
Target sequence (P0AE70 whole entry, looked up): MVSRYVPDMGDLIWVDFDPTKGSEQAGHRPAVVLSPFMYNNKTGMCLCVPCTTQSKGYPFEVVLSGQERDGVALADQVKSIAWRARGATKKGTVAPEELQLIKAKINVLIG
Mtb UGM inh = Mtb UDP-galactopyranose mutase inhibition | P9WIQ1 | purified UGM, fluorescence polarization probe displacement | inhibition, % at 10 µM | 0.06% of 320,000 active | AID 504406; in the data active means inhibition above about 10%, passing the limit was not always enough; inconclusive means no clear call, values can overlap the other calls
Mtb FBA inh = inhibitors of M. tuberculosis fructose-bisphosphate aldolase; purified M. tuberculosis FBA, fluorescence read-out; inhibition, % at 1 µM; 2.3% of 360,000 active; in the data active means inhibition above about 27%;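 further: 0% = vehicle and 100% = reference inhibitor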
Target sequence (P9WQA3 whole entry, looked up): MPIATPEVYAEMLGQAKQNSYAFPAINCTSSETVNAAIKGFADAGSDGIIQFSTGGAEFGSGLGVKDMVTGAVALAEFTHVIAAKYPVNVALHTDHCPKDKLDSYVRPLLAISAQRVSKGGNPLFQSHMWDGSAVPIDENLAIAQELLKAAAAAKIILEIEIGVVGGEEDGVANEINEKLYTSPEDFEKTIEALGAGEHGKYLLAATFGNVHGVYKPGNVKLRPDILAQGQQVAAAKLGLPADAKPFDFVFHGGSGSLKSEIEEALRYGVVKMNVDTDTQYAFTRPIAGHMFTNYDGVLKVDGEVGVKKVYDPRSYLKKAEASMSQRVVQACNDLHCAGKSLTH
GDH-TPI inh = GDH-TPI coupled enzyme inhibition counter-screen | GDH-TPI coupled enzyme counterscreen, NADH absorbance | inhibition, % at 4.8 µM | 1.2% of 360,000 active;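 further: 0% = DMSO wells and 100% = wells lacking the enzyme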
VHR inh abs = inhibitors of human VHR1 phosphatase (DUSP3) | AID 1654 | recombinant VHR phosphatase, pNPP absorbance | inhibition, % at 13.3 µM | 0.52% of 290,000 active; in the data active means inhibition above about 50%; further: some compounds called inactive have numbers as strong as hits
Target sequence (P51452 whole entry, looked up): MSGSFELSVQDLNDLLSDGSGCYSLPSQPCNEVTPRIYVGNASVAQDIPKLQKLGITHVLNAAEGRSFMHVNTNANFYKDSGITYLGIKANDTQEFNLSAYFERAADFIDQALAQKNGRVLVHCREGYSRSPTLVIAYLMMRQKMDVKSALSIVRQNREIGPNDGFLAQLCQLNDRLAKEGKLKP
CCHFV vOTU inh = blocks the CCHF virus ovarian tumor domain protease | 0.55% of 370,000 active | inhibition, % at 11.5 µM | CCHFV vOTU protease, Pep-AMC fluorescence | AID 651958; further: 0% = vehicle wells with enzyme and 100% = no enzyme wells
* hit, by the source's call; ? = inconclusive; . = not tested or not shown; & = joins results of further samples. Unless noted, no stated cut-off is given here; in the data, active means inhibition above about 30%; inactive means the rest. Not a hit list; about 4.9% have a hit in one of these screens.

Every second line gives: FadD28 FP inh | BioA inh | BoNT-F LC inh | Rv3671c inh | MazF activator | Mtb UGM inh | Mtb FBA inh | GDH-TPI inh | VHR inh abs | CCHFV vOTU inh
> Cc1nc(NC(C)C)c2cnn(CCc3ccccc3)c2n1
 : 1.3 | 3.2 | 6 | 2 | -2 | -0.6 | 2 | 3 | 6 | -8
> CC(C)(C)C(=O)NNC(=O)c1ccc(Oc2cc(Cl)cc(Cl)c2)o1
 : -0.7 | . | ? | 5 | 5 | 0.4 | -2 | 10 | -4 | -7
> O=C(c1ccco1)N(c1ccccn1)c1ccccn1
 : -0.6 | -1.6 | 0 | -16 | -2 | -0.4 | -2 | 20 | 8 | -3
> CN(C)S(=O)(=O)N1CCN(S(=O)(=O)N2CCOCC2)CC1
 : -3.0 | . | 16 | 7 | 7 | -2.1 | 0 | 3 | 19 | -7
> COCCCNC(=O)C1CCC(=O)N(c2ccc3c(c2)OCO3)C1c1ccc(OC)cc1 (stereo not drawn)
 : -3.1 | -1.1 | -2 | 0 | 8 | 0.6 | -2 | -11 | -3 | -1
> Cc1ccc(C(=O)NCC(=O)N2CCN(c3ccccc3)CC2)cc1
 : -2.4 | 0.1 | -21 | 12 | 6 | -2.2 | 0 | -16 | -5 | -9
> O=C(Cc1ccc(NC2=NC3CS(=O)(=O)CC3S2)cc1)NCc1ccccc1Cl (stereo not drawn)
 : 0.3 | -1.5 | -8 | 1 | 10 | -2.4 | 6 | -2 | 13 | 0
> CCC1CCCCN1CCCNC(=O)CN1C(=O)c2cccnc2Oc2ccc(C)cc21 (stereo not drawn)
 : -0.7 | -0.8 | 4 | 0 | 1 | 1.4 | -2 | 1 | 21 | 7
> Cc1ccc(C(=O)N2CCCC(CCC(=O)N3CCN(c4ccccn4)CC3)C2)cc1 (stereo not drawn)
 : 0.5 | -6.7 | 7 | -1 | -5 | 1.4 | 9 | 12 | 2 | 9
> O=C(NCc1cccs1)C1CCCN1C(=O)Nc1cccc(F)c1 (stereo not drawn)
 : -3.2 | 0.4 | -7 | -1 | -1 | 4.0 | 2 | -1 | -14 | 1
> CC(=O)Nc1cccc(NC(=O)CSc2ccc3nnc(CCNC(=O)c4ccccc4)n3n2)c1
 : -1.6 | . | . | -5 | -6 | -2.0 | 2 | -3 | 2 | 8
> COc1cccc(-c2nc(CS(=O)(=O)CC(=O)NC3CCC(C)CC3)c(C)o2)c1 (stereo not drawn)
 : -0.4 | . | -1 | 0 | 12 | -0.2 | 0 | 1 | -4 | 18
> CCOC(=O)c1ccccc1NC(=O)c1cn(-c2ccc(C)c(C)c2)c(=O)c2ccccc12
 : -4.4 | . | 3 | 8 | -15 | 0.0 | 0 | -3 | 2 | -13
> O=P(Nc1ccccc1)(Oc1ccccc1)Oc1ccccc1
 : -0.2 | -1.2 | . | -11 | -6 | 0.3 | -2 | 9 | -21 | 6
> Cc1cc(NS(=O)(=O)c2ccc(NC(=O)C(C)Oc3ccc4c(C)cc(=O)oc4c3)cc2)no1 (stereo not drawn)
 : -3.5 | 1.0 | 2 | -2 | -8 | -0.7 | 13 | 16 | 16 | 9

Nine compounds already listed, sorted by SMILES length, highest first.
Every second line gives: FadD28 FP inh | BioA inh | BoNT-F LC inh | Rv3671c inh | MazF activator | Mtb UGM inh | Mtb FBA inh | GDH-TPI inh | VHR inh abs | CCHFV vOTU inh
> CCOC(=O)c1ccccc1NC(=O)c1cn(-c2ccc(C)c(C)c2)c(=O)c2ccccc12
 : -4.4 | . | 3 | 8 | -15 | 0.0 | 0 | -3 | 2 | -13
> COc1cccc(-c2nc(CS(=O)(=O)CC(=O)NC3CCC(C)CC3)c(C)o2)c1 (stereo not drawn)
 : -0.4 | . | -1 | 0 | 12 | -0.2 | 0 | 1 | -4 | 18
> Cc1ccc(C(=O)N2CCCC(CCC(=O)N3CCN(c4ccccn4)CC3)C2)cc1 (stereo not drawn)
 : 0.5 | -6.7 | 7 | -1 | -5 | 1.4 | 9 | 12 | 2 | 9
> O=C(Cc1ccc(NC2=NC3CS(=O)(=O)CC3S2)cc1)NCc1ccccc1Cl (stereo not drawn)
 : 0.3 | -1.5 | -8 | 1 | 10 | -2.4 | 6 | -2 | 13 | 0
> CCC1CCCCN1CCCNC(=O)CN1C(=O)c2cccnc2Oc2ccc(C)cc21 (stereo not drawn)
 : -0.7 | -0.8 | 4 | 0 | 1 | 1.4 | -2 | 1 | 21 | 7
> CC(C)(C)C(=O)NNC(=O)c1ccc(Oc2cc(Cl)cc(Cl)c2)o1
 : -0.7 | . | ? | 5 | 5 | 0.4 | -2 | 10 | -4 | -7
> Cc1ccc(C(=O)NCC(=O)N2CCN(c3ccccc3)CC2)cc1
 : -2.4 | 0.1 | -21 | 12 | 6 | -2.2 | 0 | -16 | -5 | -9
> O=P(Nc1ccccc1)(Oc1ccccc1)Oc1ccccc1
 : -0.2 | -1.2 | . | -11 | -6 | 0.3 | -2 | 9 | -21 | 6
> O=C(c1ccco1)N(c1ccccn1)c1ccccn1
 : -0.6 | -1.6 | 0 | -16 | -2 | -0.4 | -2 | 20 | 8 | -3

Next records
Every second line gives: FadD28 FP inh | BioA inh | BoNT-F LC inh | Rv3671c inh | MazF activator | Mtb UGM inh | Mtb FBA inh | GDH-TPI inh | VHR inh abs | CCHFV vOTU inh
> COc1c2c(c3c(c1OC)c(=O)c1ccccc1n3C)OCO2
 : -8.3 | 0.6 | -1 | . | -11 | . | -1 | 2 | . | 22
> O=S(=O)(c1ccccc1F)N1CCN(c2nc3ccccc3s2)CC1
 : -0.4 | . | -2 | 8 | 6 | 0.2 | -1 | 8 | 16 | -6
> Cc1cc(C)c(NC(=O)Cc2ccc(-n3cccc3)cc2)c(C)c1
 : -1.7 | -1.4 | -4 | -13 | -1 | -1.1 | -1 | 10 | 2 | -2
> N#Cc1c(N)n[nH]c1CCCN
 : -1.7 | 0.0 | 1 | -2 | -1 | -2.8 | 0 | 0 | 51* | -24
> O=C(NCC1(c2ccccc2)CCCC1)c1ccc(Br)o1
 : -2.0 | . | 1 | 2 | -6 | -0.2 | 0 | 4 | -4 | -3
> CCOc1ccc(NC(=S)NCc2nc3ccccc3[nH]2)cc1
 : 0.3 | . | 6 | -8 | -16 | -1.0 | 5 | -2 | -10 | -14
> CCc1nc2sc3ccccc3c(=O)c2c(=O)n1CCOC
 : -3.4 | -17 | 1 | -1 | -15 | -3.0 | 0 | 4 | 3 | 0
> O=C(NCCN1CCOCC1)c1cc(-c2ccc(Br)cc2)on1
 : -1.6 | -2.9 | -7 | -3 | -7 | -0.4 | 3 | 15 | -4 | -4
> Cc1ccc(Cn2nc(C)c3cc(C(=O)OCC(N)=O)sc32)cc1
 : -5.1 | 0.1 | -1 | -4 | 11 | -0.3 | 5 | -7 | 9 | 4
> CC1=C(C(=O)OC(C)C)C(c2cccs2)N2C(=O)C(C)SC2=N1 (stereo not drawn)
 : -1.7 | 3.6 | -6 | -4 | -8 | 2.0 | -2 | 7 | 14 | 18
> O=C(CN1CCN(Cc2ccccc2)CC1)N1CCCc2c1c(=O)oc1ccc(O)cc21
 : -5.7 | 1.2&0.3 | -7 | -2 | -5 | -1.2 | 0 | 0 | 24 | 7
> COc1ccccc1CCC(=O)OCC(=O)Nc1ccc(C(N)=O)cc1
 : -3.7 | -1.1 | 2 | -6 | 8 | 0.1 | 4 | -5 | -11 | 8
> COc1ccc(N2CC(O)=C(c3nc4ccccc4s3)C2=N)c(OC)c1
 : 0.7 | -2.7 | -9 | -1 | 8 | 1.3 | -1 | 25 | 5 | 0
> CSc1ncccc1C(=O)OCC(=O)Nc1ccc(N2CCOCC2)cc1
 : -2.4 | -1.0 | -4 | 6 | -6 | 0.5 | -2 | 1 | . | -2
> CCCCn1c(N)c(N(CCOC)C(=O)c2ccc(Br)s2)c(=O)[nH]c1=O
 : 0.9 | . | 0 | -3 | -3 | 4.3 | 3 | 1 | . | 1
> CCOC(=O)c1ccccc1NC(=O)c1cncc(Br)c1
 : -2.2 | -1.6 | -2 | . | 32 | . | 0 | 7 | -11 | 1
> CCOc1ccc(C(=O)NC(=S)N2CCN(c3ccc(C(F)(F)F)cc3[N+](=O)[O-])CC2)cc1
 : -1.7 | . | -9 | -4 | 6 | -1.0 | -6 | -1 | -2 | 2
> CCOc1ccccc1OCCOc1ccccc1OC(C)C
 : 0.1 | -0.7 | 2 | 1 | 3 | 2.1 | 4 | -8 | 4 | 9
> CN(C)S(=O)(=O)c1cc(NC(=O)COC(=O)C2COc3ccccc3O2)ccc1Cl (stereo not drawn)
 : -0.9 | . | 0 | -2 | 2 | 3.9 | 2 | 0 | 26 | -6
> CC(=O)/C(=C/N(C)C)C(=O)Nc1ccc(Cl)cc1Cl
 : 0.1 | . | -4 | 3 | -17 | -0.1 | 7 | 3 | -6 | 6
> CCOc1ccccc1C1CC(c2ccc(F)cc2)Nc2nc(N)nn21 (stereo not drawn)
 : -3.3 | 6.3 | -4 | -1 | 16 | 0.7 | 1 | -2 | 34 | 2
> C=CCN1C(=NC(=O)COc2ccccc2)SC2CS(=O)(=O)CC21 (stereo not drawn)
 : -3.6 | -1.5 | 2 | 9 | 5 | -2.5 | -12 | 11 | 19 | 4
> CC1(Cc2ccc(F)cc2)C(=O)Nc2ccc(S(=O)(=O)NC3CCCCC3)cc21 (stereo not drawn)
 : -2.9 | -0.3 | 7 | . | . | . | 1 | 1 | . | 44*
> Cc1ccc2cc3cc(C(=O)NCc4ccco4)oc3nc2c1
 : 0.7 | -0.5 | -1 | 0 | -19 | 2.1 | 46* | 34* | 23 | -13
> Cc1ccc(C(=O)NCCn2cc(SCC(=O)N3CCOCC3)c3ccccc32)cc1
 : -1.1 | 0.5 | -4 | -7 | -5 | 1.9 | 0 | 13 | 7 | -2
> CCCCC(c1nc2ccccc2[nH]1)n1c(-c2ccccc2)nc2cc(C)c(C)cc21 (stereo not drawn)
 : -0.9 | -8.4 | -19 | . | . | . | 3 | . | . | 15
> Cn1c(=O)cc(SCC(=O)NCCCN2CCOCC2)c2ccccc21
 : 0.3 | 1.3 | 15 | -15 | -6 | -2.4 | 2 | 16 | 5 | -7
> CCC(=O)c1ccc(OCC(=O)OCc2csc(CC(=O)Nc3ccccc3C)n2)cc1
 : 0.1 | -0.7 | 4 | . | -3 | . | 0 | 2 | . | -6
> OCCN1CCN(CCCN2c3ccccc3CCc3ccccc32)CC1
 : -3.3 | -0.4 | -4 | . | 13 | . | -1 | 3 | . | 13
> CSc1ncccc1C(=O)N1CCCC(N2CCN(c3ccccc3F)CC2)C1 (stereo not drawn)
 : 0.3 | 1.4 | -2 | 1 | 4 | 3.8 | -1 | 6 | 16 | 0
> Cc1ccc(-c2cnc3n2CCCCC3)cc1
 : -0.4 | . | -9 | -2 | 1 | -5.1 | 0 | 1 | 0 | 2
> CCN(CC)c1ccc(NC(=O)c2c(C)noc2C)cc1
 : -3.2 | -0.2 | -5 | 7 | 7 | -0.6 | -4 | 1 | 65 | -7
> O=C(Nc1ccc(N2CCOCC2)cc1)c1ccc(Br)o1
 : -1.9 | 1.2 | -12 | -4 | 9 | -0.6 | 1 | 19 | 30 | 5
> CC(=O)C1=C(C)NC(SCSc2ccccc2)=C(C#N)C1c1cccnc1 (stereo not drawn)
 : . | . | . | -4 | -2 | 1.2 | . | . | -6 | .
> CC(=O)c1[nH]c(C)c(C(=O)N2CCCC(Nc3cccc(F)c3)C2)c1C (stereo not drawn)
 : 3.4 | -6.2 | -6 | -12 | 6 | 0.3 | 0 | -3 | 4 | -4
> Cn1c(-c2cccc(Br)c2)cnc1NCc1ccccc1O
 : -2.6 | -1.0 | ? | . | 18 | -2.8 | 0 | 11 | 28 | -7
> CN(C(=O)COC(=O)c1ccc2c(c1)OCO2)C1CCS(=O)(=O)C1 (stereo not drawn)
 : 0.5 | 0.8 | -1 | 3 | 0 | 3.1 | 4 | 9 | -5 | 1
> COc1ccc(CN2CCN(Cc3ccc(C)cc3)CC2)c(OC)c1
 : -1.1 | -0.1 | 5 | -5 | -4 | 0.7 | 3 | -3 | 10 | -9
> CC(C)(C)NC(=O)N1CCCC(C(=O)c2cccc(Cl)c2)C1 (stereo not drawn)
 : -1.4 | . | -1 | -3 | 2 | -1.0 | -3 | -2 | 9 | 7

Compound activity as filed in PubChem BioAssay.
